# High-throughput results: PubChem, National Center for Advancing Translational Sciences (NCATS)
# rTrxR1 inhibitor = rat TrxR1 inhibition; recombinant rTrxR1, NADPH fluorescence consumption, selenite substrate; Potency, µM (top dose mostly 114 µM), for the others: at the top dose activity change, negative = inhibition, actives largely listed as inhibitors; 1% of 390,000 active; AID 588453; note: % is set by controls: 0 for no effect and ±100 for the full control effect; nearly all actives have a fitted effect of over 65% in size
# Target sequence (O89049 whole entry, looked up): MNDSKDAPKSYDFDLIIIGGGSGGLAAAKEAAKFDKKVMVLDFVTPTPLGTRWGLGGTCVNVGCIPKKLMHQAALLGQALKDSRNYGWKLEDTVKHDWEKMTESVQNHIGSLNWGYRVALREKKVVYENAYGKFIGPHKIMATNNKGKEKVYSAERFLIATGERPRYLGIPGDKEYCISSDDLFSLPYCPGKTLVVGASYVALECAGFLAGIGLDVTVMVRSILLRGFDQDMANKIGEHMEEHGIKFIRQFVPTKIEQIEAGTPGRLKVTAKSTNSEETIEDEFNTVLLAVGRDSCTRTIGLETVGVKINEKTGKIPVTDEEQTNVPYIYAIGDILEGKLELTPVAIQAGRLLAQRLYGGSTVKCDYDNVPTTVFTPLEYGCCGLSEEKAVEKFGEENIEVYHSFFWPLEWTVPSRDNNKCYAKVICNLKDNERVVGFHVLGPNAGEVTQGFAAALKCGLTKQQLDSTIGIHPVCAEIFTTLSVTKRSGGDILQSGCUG
#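 Rat TrxR1 (90 nM in the dispensed reagent) was pre-reduced with 400 uM NADPH for 5 min at room temperature, then incubated with compound for 15 min. After 400 uM selenite was added, NADPH fluorescence (Ex 340/Em 450 nm) was followed for 8 min.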
# RGS4 inhibitor = blocks human RGS4-accelerated GTP hydrolysis; P49798; Transcreener GDP fluorescence polarization, RGS4-accelerated GTP hydrolysis; Potency, µM (titrated, usually from 114 µM), for inactives: top-dose activity change, negative = inhibition, hits mostly inhibitors; 0.039% of 390,000 active; AID 504845; note: % is set by controls: 0 for no effect and ±100 for the full control effect; nearly all actives have a fitted effect of over 75% in size; some results filed as inactive show a strong effect at the top dose
#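 MLSMR compounds (23 nl, pin-transferred) preincubated 10 min at room temperature with a 500nM (2x) first reagent, then RGS4 at 900nM (2x) plus Transcreener GDP mix added; fluorescence polarization (620/688 nm) read before and after 90 min at 30 °C.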
# RXFP1 agonist = agonists of human relaxin receptor RXFP1 | Q9HBX9 | HEK293T-RXFP1 cAMP TR-FRET, 30 min; response scale: percent of porcine relaxin response, buffer zero | Potency, µM (top dose mostly 57.5 µM), for the others: at the highest dose activation, hits mostly activators | 0.3% of 370,000 active; note: % is set by controls: 0 for no effect and ±100 for the full control effect; nearly all actives have a fitted effect of over 60% in size; many of its hits are not listed in these tables
#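 Agonist response is measured as cAMP accumulation in an RXFP1-transfected HEK293T line under PDE4 inhibition. Values are scaled between buffer-only and 29 nM porcine relaxin, and EC50s come from standard Hill equation fits.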
# mIDH1 inhibitor = inhibitors of human mutant IDH1 R132H | Potency, µM (highest dose often 76.6 µM), inactives show at the top dose activity change, negative = inhibition, most hits filed as inhibitors | O75874 | 0.093% of 390,000 active | IDH1-R132H enzyme, NADPH consumption, diaphorase/resazurin fluorescence; note: % is set by controls: 0 for no effect and ±100 for the full control effect; nearly all actives have a fitted effect of over 65% in size
#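 IDH1-R132H (0.5 ug/mL) preincubated 30 min with compound, then NADPH (0.016 mM) and alpha-KG (2 mM) added; 80 min at RT, pH 7.5. Remaining NADPH coupled via diaphorase/resazurin to fluorescence (540/590 nm); concentration-response curves normalized to no-enzyme control.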
# TrxR1 substrate = substrates of rat thioredoxin reductase 1; 0.01% of 390,000 active; purified TrxR1 substrate turnover, NADPH consumption readout; AID 588456; Potency, µM (doses to about 114 µM), without a hit: top-dose activity change, negative = substrate turnover; note: % is set by controls: 0 for no effect and ±100 for the full control effect; nearly all actives have a fitted effect of over 50% in size
#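 Rat TrxR1, dispensed at 90 nM, was prereduced with 400 uM NADPH (final) for 5 min at ~22 deg C, then incubated with compound 15 min before 400 uM selenite. A first-read NADPH fluorescence drop versus no-compound background flagged substrates.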
# Vif-APOBEC3F blk = inhibitors of Vif-A3F interaction; HeLa A3F-eYFP + Vif (tagged APOBEC3F with the HIV-1 protein that degrades it), YFP fluorescence increase; AID 602313; 0.2% of 390,000 active; Potency, µM (doses to about 46.1 µM), for inactives: at the highest dose activity, negative = active; note: % of control where 0% means no effect; nearly all actives have a fitted effect of over 65% in size
#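 Fluorescence increase (Ex 488/Em 500-530) after overnight compound treatment at 37 deg C flags inhibition of Vif-driven A3F-eYFP loss in stable HeLa A3F-eYFP/Vif cells seeded overnight beforehand.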
# USP1 inh = USP1/UAF1 (human) deubiquitinase inhibition | O94782 | recombinant USP1/UAF1, Ub-Rhodamine cleavage fluorescence | Potency, µM (top dose mostly 57.1 µM), without a hit: top-dose activity change, negative = inhibition, actives largely listed as inhibitors | 0.23% of 390,000 active; note: % is set by controls: 0 for no effect and ±100 for the full control effect; nearly all actives have a fitted effect of over 60% in size; inactives centre near -12
#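 In this screen, compounds sit with the deubiquitinase complex (1nM) for 15 min at room temperature before Ub-Rho is added at 150nM final. Fluorescence rise is then followed for 6 reads every 60 seconds.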
# Vif-APOBEC3G blk = Vif-A3G binding inhibition; Q9HC16; HeLa A3G-eYFP + Vif (tagged APOBEC3G with the HIV-1 protein that degrades it), YFP fluorescence, overnight; Potency, µM (titrated, usually from 46.1 µM), for the others: top-dose activity, negative = active, most hits filed as inhibitors; 0.076% of 410,000 active;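 note: % is set by controls: 0 for no effect and ±100 for the full control effect; nearly all actives have a fitted effect of over 60% in size; hits raise eYFP signal because A3G escapes Vif-driven loss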
# Target sequence (Q9HC16 whole entry, looked up): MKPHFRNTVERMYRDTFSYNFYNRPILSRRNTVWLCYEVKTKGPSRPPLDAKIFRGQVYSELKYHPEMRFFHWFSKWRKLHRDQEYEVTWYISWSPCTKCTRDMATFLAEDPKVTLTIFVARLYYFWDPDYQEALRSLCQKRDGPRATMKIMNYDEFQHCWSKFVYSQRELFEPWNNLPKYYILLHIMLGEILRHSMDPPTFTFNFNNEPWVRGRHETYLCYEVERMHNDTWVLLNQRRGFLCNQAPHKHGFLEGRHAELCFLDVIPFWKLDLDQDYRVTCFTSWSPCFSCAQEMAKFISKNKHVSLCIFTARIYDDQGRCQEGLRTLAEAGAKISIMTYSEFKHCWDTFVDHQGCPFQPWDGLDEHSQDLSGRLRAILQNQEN
#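 HeLa cells stably expressing Vif and C-terminally eYFP-tagged A3G, seeded overnight at 37 deg C, then exposed to compound by pintool overnight at 37 deg C. Rise in yellow fluorescence (Ex 488/Em 500-530, Acumen) marks blocked Vif-driven A3G degradation.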
# 12-LOX inh = blocks human arachidonate 12S-lipoxygenase | purified 12hLO, xylenol orange hydroperoxide absorbance | Potency, µM (top dose mostly 108 µM), without a hit: at the top dose activity change, negative = inhibition, most hits filed as inhibitors | P18054 | 1.1% of 580,000 active; note: % is set by controls: 0 for no effect and ±100 for the full control effect
#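 Purified human 12hLO at 150 nM in 25 mM Hepes, 0.01% Triton X-100, pH 7.0, preincubated 15 min at room temperature with compound. Reaction started with 40 uM arachidonic acid, 30 min at room temperature. Hydroperoxide measured by Fe-xylenol orange, 573/405 nm absorbance ratio.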
# Starred values were filed as active, the others as inactive; ? = inconclusive; nt = no result given; [ ] = dose if it differs, or a comment. Calls come from the whole dose curve; as a rule, active = well fitted curve in the direction sought with a large enough effect; inconclusive = small, poorly fitted or top-dose-only effect, or another doubt; inactive = no such curve, though single readings can be large; an effect the other way counts as inactive or inconclusive. Potency is the fitted concentration of half-maximal effect. These rows are one share of the data; count on the stated rates, not on these rows.
SMILES,rTrxR1 inhibitor,RGS4 inhibitor,RXFP1 agonist,mIDH1 inhibitor,TrxR1 substrate,Vif-APOBEC3F blk,USP1 inh,Vif-APOBEC3G blk,12-LOX inh
C[C@H](CO)N1C[C@H](C)[C@@H](CN(C)C(=O)Nc2ccc(C(F)(F)F)cc2)Oc2c(NC(=O)Nc3ccc(C(F)(F)F)cc3)cccc2C1=O,-4%,-10%,nt,10%,-7%,-3%,-27%,2%,?
COc1ccccc1NS(=O)(=O)c1ccc2oc(SC(C)C(=O)N3CCNC3=O)nc2c1 (stereo not drawn),-13%,7%,-0.2%,0%,-12%,-3%,2%,0%,23%
S=c1nc(-c2ccccc2Br)[nH][nH]1,-19%,?,-0.8%,0%,7%,-11%,-16%,nt,25µM*
O=C(Nc1ccccc1Br)C1CCN(C(=O)Cc2ccccc2)CC1,-5%,-5%,0.1%,3%,-5%,13%,-7%,-1%,0%
Cc1ccc(CN(C)c2ccc(S(=O)(=O)N3CCCC3)cn2)cc1,8%,-5%,nt,4%,5%,3%,-18%,6%,0%
CN(CC(=O)Nc1c(Cl)cccc1Cl)CC(=O)N1CCc2ccccc21,nt,nt,nt,4%,nt,3%,-28%,3%,-1%
Nc1nc(SCC(=O)NCCCO)nc2sc3c(c12)CCC3,-28%[57.1 µM],4%,-1.0%,-4%,-3%[57.1 µM],0%,-6%,-1%,21%
COc1ccc(NC(=O)NNC(=O)CCC(=O)Nc2ccccc2Cl)cc1,17%,11%[56.9 µM],-2.9%,3%,-4%,-1%,-12%,0%,0%
Cc1ccc(/C=C/S(=O)(=O)NCCC(=O)NCc2ccc(F)cc2)cc1,24%,6%,2.2%,0%,6%,-18%,-11%,-1%,458%[activator]
COC(=O)c1sccc1-n1cccc1C(=O)C(=O)N1CCOCC1,10%,-10%,0.8%,1%,2%,0%,-20%,1%,-5%
COC(=O)c1ccc(NC(=O)C2CCN(C(=O)c3ccc(F)cc3)CC2)cc1,11%,-15%,2.7%,-6%,0%,-12%,-17%,3%,-22%
COCCN1CCN(C(=O)c2cc(COc3ccc(F)cc3F)on2)CC1,3%,19%,-0.8%,8%,7%,-8%,-6%,0%,-28%
COc1cccc(CNS(=O)(=O)c2ccc(N3CCCC3=O)cc2)c1,11%,25%,1.7%,0%,3%,-1%,-2%,-3%,7%
Cc1cccc(N2CCN(C(=O)c3cccc(N4CCCC4=O)c3)C(C)C2)c1 (stereo not drawn),9%,-16%,-0.3%,1%,-8%,1%,-2%,?,-3%
COc1ccc(C(CNC(=O)c2ccc(NS(=O)(=O)c3ccccc3)cc2)N2CCOCC2)cc1 (stereo not drawn),11%[57.1 µM],3%,-0.8%,-6%,-11%,2%,-8%,-1%,19%
COc1cc(OC)cc(C(=O)N[C@H](C(=O)NCc2ccc(F)cc2)C(C)C)c1,-11%,-2%[56.9 µM],-0.9%,-12%,-10%,11%,-7%,4%,?
CN(C)C1(CNC(=O)COc2ccc([N+](=O)[O-])cc2)CCCCC1,6%,24%,-2.2%,-20%,-11%,2%,2%,6%,-16%
CC1CN(c2nc(-c3ccccc3)nnc2-c2ccccc2)CC(C)O1 (stereo not drawn),2%,-23%,1.2%,5%,-3%,-3%,-17%,-3%,15%
C=CCN=c1sc(C(=O)OC)cc(=O)n1CC=C,?,-42%,-0.4%,14%,-4%,-1%,-7%,1%,16%
COC(=O)c1cc(NC(=O)c2cc(C)oc2C)cc(C(=O)OC)c1,?,-12%[56.9 µM],2.2%,-4%,-1%,-3%,-12%,0%,-7%
CCC(C(=O)Nc1ccc(C(=O)OC)cc1)n1nc(-c2ccc(C)c(C)c2)ccc1=O (stereo not drawn),36%,-18%,-2.8%,0%,10%,-5%,-18%,4%,-14%
CC(=O)Nc1cc(C(=O)N2CCCC2)ccc1S(=O)(=O)c1ccc(Cl)cc1,6%[57.1 µM],16%,1.7%,12%,8%[57.1 µM],-6%,-6%,0%,3%
COc1ccc(/C=N/NC(=O)Cn2ccnc2C)cc1OC,25%[57.1 µM],-4%,2.9%,-2%,12%[57.1 µM],-6%,-18%,4%,-11%
COc1ccc(NC(=O)COC(=O)CC2Sc3ccccc3NC2=O)cc1 (stereo not drawn),-1%[57.1 µM],-6%,-0.7%,-1%,3%[57.1 µM],-21%,0%,-1%,6%
Cc1cc(NC(=O)c2ccc(F)cc2)n(-c2ccccc2)n1,9%[2.29 µM],39%,0.3%,7%,-2%[57.1 µM],0%,1%,-14%,8%

# Next section, overlapping the part above by 3 compounds.
SMILES,rTrxR1 inhibitor,RGS4 inhibitor,RXFP1 agonist,mIDH1 inhibitor,TrxR1 substrate,Vif-APOBEC3F blk,USP1 inh,Vif-APOBEC3G blk,12-LOX inh
COc1ccc(/C=N/NC(=O)Cn2ccnc2C)cc1OC,25%[57.1 µM],-4%,2.9%,-2%,12%[57.1 µM],-6%,-18%,4%,-11%
COc1ccc(NC(=O)COC(=O)CC2Sc3ccccc3NC2=O)cc1 (stereo not drawn),-1%[57.1 µM],-6%,-0.7%,-1%,3%[57.1 µM],-21%,0%,-1%,6%
Cc1cc(NC(=O)c2ccc(F)cc2)n(-c2ccccc2)n1,9%[2.29 µM],39%,0.3%,7%,-2%[57.1 µM],0%,1%,-14%,8%
CCc1ccccc1-n1c(SCC(=O)NC)nnc1-c1ccco1,21%,-16%,0.3%,1%,3%,-7%,-23%,2%,-13%
N#Cc1nc(-c2ccco2)oc1NCCCn1ccnc1,-23%,14%,2.2%,13%,102%[activator],14%,-13%,5%,130%[activator]
N#C/C(=C\c1cn(Cc2ccc(C#N)cc2)c2ccccc12)C(=O)NCc1cccs1,4%,-30%,0.8%,-5%,1%[57.1 µM],5%,-5%,-22%,1%
O=C(/C=C/c1cccc(F)c1)NCc1ccc2c(c1)OCO2,21%[57.1 µM],-21%,2.7%,-1%,6%[57.1 µM],2%,-19%,0%,-12%
CCOc1ccc(N(CC)S(=O)(=O)N2CCCC(C(=O)Nc3ccc(OC)c(Cl)c3)C2)cc1 (stereo not drawn),18%,-9%,?,-4%,-4%,2%,-23%,4%,2%
CCCn1c(C)cc(C(=O)COC(=O)c2cc(S(=O)(=O)NCC(C)C)c(Cl)cc2Cl)c1C,33%[57.1 µM],15%,2.1%,2%,1%[57.1 µM],-6%,?,2%,0%
CC(C)(C)NC(=O)C(c1ccccn1)N(C(=O)c1csnn1)C1CCCCC1 (stereo not drawn),-14%[57.1 µM],-19%,0.3%,-11%,-5%[57.1 µM],2%,2%,0%,5%
Cc1nn(Cc2ccc(Cl)c(Cl)c2)c(C)c1NC(=O)c1cn(-c2ccccc2)nc1-c1ccccc1,8%,-16%,-2.3%,10%,1%,-10%,-14%,5%,0%
CCc1nnc(SCC(=O)Nc2ccc(N3CCOCC3)cc2)o1,4%,7%,-3.5%,4%,-3%,-4%,-21%,0%,280%[activator]
CC(=O)N1CCCN(Cc2cn(-c3cccc(C)c3)nc2-c2cccc(F)c2)CC1,-32%,13%,0.1%,-3%,-21%,?,-8%,0%,46%[activator]
Cc1ccccc1NC(=O)CSc1nc(COc2ccccc2)nc2ccccc12,7%,-11%,10%,9%,1%,-22%,2%,-24%,2%
CC(C)(C)NC(=O)c1cccc(NC(=O)CSc2ccc(Cl)cc2)c1,-8%,11%,0.2%,7%,-16%,-2%,-2%,0%,?
Cc1ccc(Cn2c(SC3CCOC3=O)nc3ccccc3c2=O)cc1 (stereo not drawn),-12%,-26%,0.7%,11%,-7%,12%,-8%,1%,3%
CCCn1nnnc1NCc1ccccc1Cl,37%[2.29 µM],6%,1.2%,1%,-3%,-11%,-11%,2%,-1%
Cc1oc(-c2cccc(Cl)c2)nc1CN1CCCC(C(=O)N2CCN(c3ccc(F)cc3)CC2)C1 (stereo not drawn),-7%,24%,0.4%,46%[activator],-6%,0%,-1%,1%,-3%

# Laid out differently: results already given
Compound	rTrxR1 inhibitor	RGS4 inhibitor	RXFP1 agonist	mIDH1 inhibitor	TrxR1 substrate	Vif-APOBEC3F blk	USP1 inh	Vif-APOBEC3G blk	12-LOX inh
CC(=O)N1CCCN(Cc2cn(-c3cccc(C)c3)nc2-c2cccc(F)c2)CC1	-32%	13%	0.1%	-3%	-21%	?	-8%	0%	46%[activator]
Cc1nn(Cc2ccc(Cl)c(Cl)c2)c(C)c1NC(=O)c1cn(-c2ccccc2)nc1-c1ccccc1	8%	-16%	-2.3%	10%	1%	-10%	-14%	5%	0%
O=C(/C=C/c1cccc(F)c1)NCc1ccc2c(c1)OCO2	21%[57.1 µM]	-21%	2.7%	-1%	6%[57.1 µM]	2%	-19%	0%	-12%
CCc1ccccc1-n1c(SCC(=O)NC)nnc1-c1ccco1	21%	-16%	0.3%	1%	3%	-7%	-23%	2%	-13%
Cc1ccccc1NC(=O)CSc1nc(COc2ccccc2)nc2ccccc12	7%	-11%	10%	9%	1%	-22%	2%	-24%	2%
